Compound activity: PubChem, NMMLSC
LAP4-GFP MLPCN – modulators of TOR pathway LAP4-GFP in S. cerevisiae; S. cerevisiae LAP4-GFP multiplex, flow cytometry GFP, 3 h; median GFP as percent of DMSO wells; GFP response vs DMSO, % at 10 µM; hit rate 0.34% among 320,000;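 active = GFP response vs DMSO above a set limit, about the screen mean plus 3 SD, cut at about 150% in these data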
AGP1-GFP MLPCN – yeast TOR pathway AGP1-GFP modulation | hit rate 0.02% among 320,000 | GFP response vs DMSO, % at 10 µM | S. cerevisiae AGP1-GFP multiplex flow cytometry, 3 h; GFP as percent of DMSO wells;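 active = GFP response relative to DMSO above a set limit, near screen average plus 3 SD, cut at about 150% in these data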;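 note: median GFP channel fluorescence of the gated AGP1 strain per well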
CIT2-GFP yeast – modulators of TOR pathway CIT2-GFP in S. cerevisiae; S. cerevisiae CIT2-GFP strain, flow cytometry, 3 h; 100 means same as DMSO wells; GFP response vs DMSO, % at 10 µM; hit rate 0.065% among 320,000;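 active = GFP response relative to DMSO above a set limit, near the screen mean plus 3 SD, cut at about 150% in these data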;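 note: ratio of well median GFP fluorescence to mean of DMSO wells on the plate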
Yeast superoxide – lowers age-related superoxide in aged yeast cells; hit rate 0.18% among 330,000; S. cerevisiae aged cells, superoxide DHE fluorescence; hits give low values; AID 2690; superoxide response (% of plate mean), % at 10 µM;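 active = superoxide response under a set limit, about three screen SD below normal, cut at about 65% in these data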;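 note: yeast aged for seven days with compound at 30 °C before DHE staining; 100% = average MFI of all compound-treated wells on the plate with controls excluded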
MEP2 TOR yeast – alters MEP2-GFP fluorescence in TOR pathway yeast screen | S. cerevisiae MEP2-GFP strain, flow cytometry GFP, 3 h; 100% = DMSO control level | GFP response vs DMSO, % at 10 µM | hit rate 0.51% among 330,000;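 active = GFP response versus DMSO above a set limit, roughly screen mean plus 3 SD, cut at about 180% in these data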;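 note: median GFP fluorescence of the barcode-gated MEP2-GFP cells per well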
GRK2 aptamer HTS – inhibitors of human GRK2 displacing RNA aptamer; AID 488847; inhibition of aptamer binding, % at 10 µM; bead flow cytometry, FAM-aptamer displacement from GRK2; hit rate 0.59% among 330,000; P25098;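 active = inhibition of aptamer binding above 40%, roughly 3 SD of noise, on plates passing a quality check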;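 note: median bead fluorescence of bound FAM aptamer so fluorescent compounds give negative values; no value below 0 was filed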
Target sequence (P25098 whole entry, looked up): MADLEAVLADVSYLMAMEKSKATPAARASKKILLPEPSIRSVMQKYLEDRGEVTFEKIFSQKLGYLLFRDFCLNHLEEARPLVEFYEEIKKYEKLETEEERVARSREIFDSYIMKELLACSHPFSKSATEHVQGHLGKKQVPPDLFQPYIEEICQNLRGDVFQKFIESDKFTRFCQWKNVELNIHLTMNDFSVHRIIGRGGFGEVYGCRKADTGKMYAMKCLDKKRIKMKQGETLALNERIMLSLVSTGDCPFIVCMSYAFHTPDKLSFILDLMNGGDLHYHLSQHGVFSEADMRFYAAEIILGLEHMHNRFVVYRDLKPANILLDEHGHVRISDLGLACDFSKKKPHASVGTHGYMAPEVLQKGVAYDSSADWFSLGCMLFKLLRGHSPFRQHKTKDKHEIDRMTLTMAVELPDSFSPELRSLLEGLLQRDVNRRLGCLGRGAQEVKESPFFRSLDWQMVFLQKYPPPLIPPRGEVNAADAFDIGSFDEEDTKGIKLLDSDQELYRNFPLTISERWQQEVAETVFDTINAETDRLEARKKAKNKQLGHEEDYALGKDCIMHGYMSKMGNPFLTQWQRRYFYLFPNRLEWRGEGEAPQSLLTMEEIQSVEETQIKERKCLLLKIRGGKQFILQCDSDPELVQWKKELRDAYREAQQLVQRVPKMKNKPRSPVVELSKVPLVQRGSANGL
RPL19A-GFP yeast – modulators of TOR pathway RPL19A-GFP in S. cerevisiae | S. cerevisiae RPL19A-GFP strain, flow cytometry, 3 h; hits give low values | percent response vs DMSO, % at 10 µM | hit rate 0.3% among 330,000 | AID 2025;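 active = percent response vs DMSO below 50%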;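 note: median channel GFP fluorescence of the barcoded RPL19A-GFP strain; ratio of sample median GFP to plate DMSO average so 100% = DMSO; lower means less RPL19A-GFP as with rapamycin TOR inhibition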
VLA-4 inh – inhibition in a human VLA-4 binding assay; P13612; VLA-4 expressing cells, ligand binding flow cytometry; inhibition, % (about 7 µM as worked out from the volumes in the protocol); hit rate 0.2% among 330,000; AID 2557; in the data active = inhibition above about 50%
An asterisk follows results filed as active; . = not tested or not shown.

SMILES	LAP4-GFP MLPCN	AGP1-GFP MLPCN	CIT2-GFP yeast	Yeast superoxide	MEP2 TOR yeast	GRK2 aptamer HTS	RPL19A-GFP yeast	VLA-4 inh
CC1(C(=O)NNC(=O)c2cccc([N+](=O)[O-])c2)CC1(Br)Br (stereo not drawn)	94	96	105	114	95	40	98	6
Cc1nc(Cl)nc(N(C)c2ccccc2)c1[N+](=O)[O-]	87	97	84	90	91	3	90	11
Nc1c(C(=O)CSc2nncn2-c2ccccc2)c(=O)[nH]c(=O)n1C1CC1	107	98	90	87	94	61*	97	-3
Cn1c(=O)c2c(nc(CN3CCN(c4ccc(F)cc4)CC3)n2Cc2ccccc2F)n(C)c1=O	108	106	96	96	108	2	105	-3
CC1CCN(S(=O)(=O)c2cc(C(=O)Nc3ccccn3)ccc2Br)CC1	111	98	93	97	90	0	93	33
O=C(COC(=O)CCc1c[nH]c(=O)[nH]1)Nc1ccccc1	96	95	100	95	101	0	93	3
C=CCSc1nc(O)c(CC)c(=O)n1C(C)CC (stereo not drawn)	110	101	100	120	108	1	100	12
CC(=O)N1CCN(c2ccc([N+](=O)[O-])c(-n3nc(C)cc3C)c2)CC1	89	100	104	81	97	5	98	10
CCc1cc(=O)oc2cc(OCC(=O)NCC3CCC(C(=O)O)CC3)ccc12 (stereo not drawn)	107	106	103	105	107	0	103	15
CCc1ccc(S(=O)(=O)c2n[nH]n3c2nc(=O)c2ccccc23)cc1	121	117	104	102	113	0	113	-1
COc1ccc(OCC(=O)Nc2ccccc2Cl)cc1	98	101	97	90	103	1	102	11
COc1ccc(OC)c(S(=O)(=O)NCCS(=O)(=O)N2CCN(c3ccccc3)CC2)c1	98	102	105	90	95	0	98	-5
COC(=O)Nc1ccc(S(=O)(=O)N2CCN(C)CC2)cc1	100	108	104	84	110	1	102	-4
CC(=O)Nc1sc2c(c1C(=O)N1CCOCC1)CCCCC2	99	102	94	99	99	0	96	3
COc1ccccc1NC(=O)c1nnn(Cc2ccccc2)c1NC(=O)C(F)(F)F	97	100	97	104	103	5	100	-3
COc1cc(NC(=O)c2cc(C)on2)cc(C(=O)Nc2cccc(C(F)(F)F)c2)c1	129	85	99	108	93	1	99	27
COc1ccccc1/C=C/CN1CC(C)OC(C)C1 (stereo not drawn)	101	97	93	106	100	1	95	19
Nc1nc(N2CCN(c3ccccn3)CC2)nc2ccccc12	93	97	100	84	98	0	103	7
COc1ccccc1Nc1ncnc2nc[nH]c12	102	101	100	99	100	2	99	-2
COc1cc2c(cc1OC)C(C)N(C(=O)Nc1ccccc1)CC2 (stereo not drawn)	124	113	117	97	105	0	99	1
COc1cc(C(=O)Nc2ccccc2N2CCN(S(C)(=O)=O)CC2)cc(OC)c1OC	110	.	127	94	99	0	97	11
CC(Sc1ccccc1)C(=O)Nc1ccc(N2CCOCC2)cc1 (stereo not drawn)	101	103	101	78	101	0	98	-11
COc1cccc(CNC(=O)CCS(=O)(=O)c2cccc3nsnc23)c1	95	101	99	102	104	1	101	-5
Cc1ccc(N2C(=O)C(CC(=O)Nc3cccc(F)c3)N(CCc3ccncc3)C2=O)cc1 (stereo not drawn)	104	104	96	94	98	0	95	-1
CCN(CC)CCNC(=O)Cn1cnc2sc(C)c(S(=O)(=O)N3CC(C)CC(C)C3)c2c1=O (stereo not drawn)	96	18	90	95	128	0	100	-54
O=C(Oc1ccc(Cl)cc1)c1ccc2nccnc2c1	100	90	83	111	98	2	95	1
NC(=O)C1CCN(C(=O)CN2CCN(c3cccc(C(F)(F)F)c3)CC2)CC1	108	105	111	103	97	1	101	-5
Cc1nn2c(=O)c(NC(=O)c3ccc(Cl)cc3)cnc2s1	97	85	97	104	95	0	94	0
CCN(CC)c1ccc(NC(=O)C2CCC(CNc3c(N4CCCC4)c(=O)c3=O)CC2)c(C)c1 (stereo not drawn)	98	92	91	106	107	1	95	-2
COc1ccc(S(=O)(=O)Nc2cccc(F)c2C)cc1C(=O)N1CCOCC1	107	95	92	103	99	0	95	15

Next section; the last three above are carried over.
SMILES	LAP4-GFP MLPCN	AGP1-GFP MLPCN	CIT2-GFP yeast	Yeast superoxide	MEP2 TOR yeast	GRK2 aptamer HTS	RPL19A-GFP yeast	VLA-4 inh
Cc1nn2c(=O)c(NC(=O)c3ccc(Cl)cc3)cnc2s1	97	85	97	104	95	0	94	0
CCN(CC)c1ccc(NC(=O)C2CCC(CNc3c(N4CCCC4)c(=O)c3=O)CC2)c(C)c1 (stereo not drawn)	98	92	91	106	107	1	95	-2
COc1ccc(S(=O)(=O)Nc2cccc(F)c2C)cc1C(=O)N1CCOCC1	107	95	92	103	99	0	95	15
C=CCn1c(SCC(=O)Nc2ccc(C(=O)OCC)cc2)nnc1-c1cccs1	99	111	101	102	104	0	99	3
Cn1c(SCC(N)=O)nnc1C1CCN(C(=O)NC2CCCCC2)CC1	96	101	109	109	100	0	106	6
CN(C)c1ccc(C(=O)N2CCCC2)cc1	104	100	94	91	92	0	99	-4
CC1CC(=O)C2=C(C1)Nc1nc3ccccc3n1C2c1cccnc1 (stereo not drawn)	98	92	90	98	93	3	92	6
Cc1cccnc1NC(=O)c1ccc2c(c1)OCO2	124	114	100	86	99	1	105	3
O=C1c2ccccc2C(O)N1c1cccnc1 (stereo not drawn)	101	103	110	79	100	2	97	0
O=C(NCCC1=CCCCC1)C(=O)NCCc1ccc(Cl)cc1	96	104	92	93	102	0	101	1
Cc1ccc(S(=O)(=O)N2CCN(C(=O)N3CCOCC3)CC2)c(C)c1	112	105	100	100	103	5	105	7
O=C1c2ccccc2NC(c2ccccc2)N1Cc1ccco1 (stereo not drawn)	107	101	103	91	103	5	98	-7
CCCn1c(=S)[nH]c2cc(OC)c(OC)cc2c1=O	109	112	115	106	108	4	106	-10
COc1cc(NC(=O)c2ccc(S(=O)(=O)N(C)c3ccccc3)cc2)cc(OC)c1	114	94	94	108	114	0	99	19
CCn1cc(Br)c(C(=O)Nc2nccs2)n1	96	102	101	86	109	2	107	14
COc1ccc(C(=O)/C=C/c2ccc3c(c2)OCCO3)cc1	109	110	91	89	97	0	106	9
CCC(C)(C)NC(=O)CN(Cc1ccco1)C(=O)CCC(=O)Nc1nccs1	79	96	88	83	96	0	96	7
O=C(NCCCN1CCOCC1)c1cc2c(s1)CSC2	101	100	107	113	106	0	96	2
CCN(CC)S(=O)(=O)c1ccc(OC)c(NC(=O)c2ccc(N3CCCC3=O)cc2)c1	104	100	89	90	99	2	97	11
Cc1nc2ccc(NC(=O)c3c(-c4ccccc4)noc3C)cc2s1	107	100	104	97	105	1	98	9
O=C(/C=C/c1ccccc1)NC(=S)NNC(=O)Cc1cccs1	107	94	77	50*	107	0	95	5
COc1cccc(C(=O)CSc2nnc(-c3cc(OC)c(OC)c(OC)c3)o2)c1	107	100	97	85	94	0	94	-17
COc1ccccc1NS(=O)(=O)c1ccc(O)c(C(=O)OCC(=O)Nc2ccccc2F)c1	116	106	109	95	107	0	104	15
CC(C)(C)c1ccc(-c2nnc(NC(=O)c3ccccc3)s2)cc1	102	112	107	93	111	0	102	-1
COc1ccc(Cl)cc1NS(=O)(=O)c1cn(C)nc1C	92	98	101	104	100	2	100	6
O=C1CN(C(=O)N[C@@H](Cc2ccccc2)C(=O)N[C@@H](C(=O)O)c2ccccc2)c2ccccc2N1	93	102	112	103	110	3	97	28
O=C(Nn1cnnc1)c1cc(-c2ccccn2)nc2ccccc12	102	100	100	114	105	0	102	9
COc1ccc(NC(=O)Cn2cc(S(=O)(=O)Cc3ccccc3)c3ccccc32)c(OC)c1	94	102	108	108	104	2	105	-17
Cc1nnc(C)n1/N=C/c1cccc([N+](=O)[O-])c1	101	98	94	110	102	0	96	-32
Cc1cccn2c(=O)c(C=NCCO)c(NCc3ccco3)nc12	100	91	87	103	97	3	96	0
COC(=O)N1N=C(c2ccc(Br)cc2)CC1(O)C(F)(F)F (stereo not drawn)	89	92	96	103	97	2	99	8
COc1cccc(NC(=O)CNC(=O)Cn2cnc3sc(C)c(C)c3c2=O)c1	99	98	98	101	102	1	97	-6
Cc1ccc(NC(=O)c2ccc(NCc3ccc(F)cc3)nc2)cc1	94	98	98	106	96	1	94	1
CC1=C(C(=O)Nc2ccccc2C(=O)NCc2ccccc2)SCCO1	108	102	101	97	104	0	104	3
COc1cc(C2NC(=S)NC(c3ccccc3)=C2C(C)=O)ccc1O (stereo not drawn)	120	102	101	92	99	1	106	10
CN(C)/C=C/C(=O)c1ccc([N+](=O)[O-])c(CS(=O)(=O)c2ccc(Cl)cc2)c1	97	103	111	78	105	2	106	1
O=C(CS(=O)(=O)c1ccccc1)Nc1nnc(C(F)(F)F)s1	102	103	99	100	95	2	100	-12
CCOCCCNC(=O)CCC(=O)NNc1nc2ccccc2c2nc(-c3ccccc3)nn12	91	103	93	107	95	0	106	-9
CC(NC(=O)c1ccco1)c1ccc(-n2ccnc2)cc1 (stereo not drawn)	94	94	86	121	93	3	92	10
CCOc1ccc(/C=N/n2nnnc2N)cc1OCC	86	98	104	99	93	1	101	4
CCN1C(=O)c2ccccc2Sc2ccc(C(=O)NCCN3CCOCC3)cc21	105	105	107	90	100	2	102	-7
COc1ccc(OC)c(NC(=O)Cn2cc(C=O)c3ccccc32)c1	98	99	99	97	92	0	95	0
Cc1cc(C)n(Cc2ccc(C(=O)O)cc2)n1	113	103	104	108	108	1	99	7
CC1=C(C(=O)OCC2CCCO2)C(c2coc3ccccc3c2=O)C2=C(CCCC2=O)N1 (stereo not drawn)	101	110	102	96	99	0	101	0
CCOc1ccccc1Nc1cc(C)nc2ccc(C)cc12	102	98	88	103	95	2	94	4
COC1(OC)C(/C=C/c2ccc(C)cc2)C(C#N)(C#N)C1(OC)OC (stereo not drawn)	100	35	94	91	131	0	73	13
Cc1cc(C)c(C2C3=C(Nc4c2c(C)nn4-c2ccccn2)c2ccccc2C3=O)c(C)c1 (stereo not drawn)	96	88	102	90	112	5	99	-9
COc1ccc(N2CCN(S(=O)(=O)c3cc(Br)cnc3N)CC2)cc1	100	106	110	137	115	0	103	4

Quoted from the listing.
Under GRK2 aptamer HTS, `Cc1ccc(S(=O)(=O)N2CCN(C(=O)N3CCOCC3)CC2)c(C)c1` reads 5
Under CIT2-GFP yeast, `CCN(CC)c1ccc(NC(=O)C2CCC(CNc3c(N4CCCC4)c(=O)c3=O)CC2)c(C)c1` (stereo not drawn) reads 91
Under VLA-4 inh, `COc1ccc(OC)c(S(=O)(=O)NCCS(=O)(=O)N2CCN(c3ccccc3)CC2)c1` reads -5
Under VLA-4 inh, `O=C(COC(=O)CCc1c[nH]c(=O)[nH]1)Nc1ccccc1` reads 3

Continued:
SMILES	LAP4-GFP MLPCN	AGP1-GFP MLPCN	CIT2-GFP yeast	Yeast superoxide	MEP2 TOR yeast	GRK2 aptamer HTS	RPL19A-GFP yeast	VLA-4 inh
C/C(=N/OC(=O)c1ccc(C)cc1)c1ccc(N2C(=O)C3CCCCC3C2=O)cc1 (stereo not drawn)	97	102	101	93	104	0	97	6
O=C(CSc1n[nH]c(-c2ccccn2)n1)Nc1cccc(Cl)c1	93	97	99	90	100	0	103	7
COc1ccc(C2C(C(C)=O)=C(O)C(=O)N2c2nccs2)cc1OC (stereo not drawn)	95	96	98	93	97	1	97	13
CC1=C(C(=O)OCCNC(=O)c2cccnc2)C(c2cccc([N+](=O)[O-])c2)C(C(=O)OCCN(C)C)=C(C)N1 (stereo not drawn)	100	111	101	115	105	1	100	5
O=C(CSc1nnc(-c2cccnc2)s1)Nc1cccc(C(=O)O)c1	91	98	100	91	95	6	104	0
COc1cc(O)c2c(=O)c(-c3ccc(O[C@@H]4O[C@H](CO)[C@@H](O)[C@H](O)[C@H]4O)cc3)coc2c1	102	101	107	110	106	0	105	7
COc1cccc(NC(=S)Nc2ccc(Br)cc2Cl)c1	119	112	105	98	118	0	104	23
CC(=O)c1cc(CN2CCN(C3CCCCC3)C(CCO)C2)cs1 (stereo not drawn)	90	103	105	87	103	0	108	9
